IDH1 R132H inh – inhibitors of human mutant IDH1 R132H | O75874 | IDH1-R132H enzyme, NADPH consumption, diaphorase/resazurin fluorescence | Potency, µM (titrated, usually from 76.6 µM), for the others: at the highest dose activity change, negative = inhibition, hits mostly inhibitors | actives 0.093% (n = 390,000) | AID 602179; further: potency means the concentration at half of the fitted maximal effect; on the % scale 0 is the no-effect control and ±100 the full control effect; nearly all actives have a fitted effect of over 65% in size
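IDH1-R132H (0.5 ug/mL dispensed) in pH 7.5 Tris buffer was preincubated 30 min with compound, then given a substrate mix of 0.016 mM NADPH and 2 mM alpha-KG for 80 min at room temperature; remaining NADPH was read by diaphorase/resazurin fluorescence.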
TrxR1 substrate – rat thioredoxin reductase 1 substrate activity | O89049 | purified TrxR1 substrate turnover, NADPH consumption readout | Potency, µM (highest dose often 114 µM), for the others: at the highest dose activity change, negative = substrate turnover | actives 0.01% (n = 390,000) | AID 588456; further: potency means the concentration at half of the fitted maximal effect; on the % scale 0 is the no-effect control and ±100 the full control effect; nearly all actives have a fitted effect of over 50% in size
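Rat TrxR1, dispensed at 90 nM, was prereduced with 400 uM NADPH (final) for 5 min at ~22 deg C, then incubated with compound 15 min before 400 uM selenite. A first-read NADPH fluorescence drop versus no-compound background flagged substrates.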
Pin1 inh – inhibitors of human Pin1; Potency, µM (top dose mostly 115 µM), for inactives: at the highest dose activity, negative = inhibition, actives largely listed as inhibitors; Q13526; Pin1 FP peptide displacement, HiFluor488, 10 min; actives 0.009% (n = 390,000); active means well fitted inhibition curve with a large enough effect in the polarisation, with a control signal flat, not every such curve was filed as active; inconclusive means small, poorly fitted or top-dose-only effect, or effect the other way, or a change in a side signal; inactive means no such curve, though single readings can be large or run the other way; the % refers to the polarisation; further: potency means the concentration at half of the fitted maximal effect; on the % scale 0 is the no-effect control and ±100 the full control effect
Target sequence (Q13526 whole entry, looked up): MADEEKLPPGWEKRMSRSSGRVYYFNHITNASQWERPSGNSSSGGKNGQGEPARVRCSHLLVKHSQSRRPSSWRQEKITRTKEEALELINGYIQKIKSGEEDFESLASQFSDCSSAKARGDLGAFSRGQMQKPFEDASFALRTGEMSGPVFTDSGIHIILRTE
GLS inhibitor – blocks human kidney-isoform glutaminase activity | O94925 | GLS enzymatic activity, qHTS titration | Potency, µM (titrated, usually from 45.5 µM), for the others: top-dose activity change, negative = inhibition, most hits filed as inhibitors | actives 0.21% (n = 410,000); further: potency means the concentration at half of the fitted maximal effect; on the % scale 0 is the no-effect control and ±100 the full control effect
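Two-point fluorescence kinetic (t0, 30 min RT) for hKGA; glutamate detected via glutamate oxidase–HRP–Amplex Red. Substrate: 1 mM L-glutamine solution; buffer 45 mM KH2PO4, pH 8.2.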
HP1b chromo inh – HP1-beta chromodomain-methylated histone interaction inhibition; Potency, µM (highest dose often 114 µM), inactives show at the top dose activity change, negative = inhibition, most hits filed as inhibitors; P83916; actives 0.56% (n = 390,000); AlphaScreen HP1-beta / biotin-H3K9me3 peptide binding; further: potency means the concentration at half of the fitted maximal effect; nearly all actives have a fitted effect of over 70% in size; inactives centre near 23
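AlphaScreen: HP1-beta (50 nM) preformed 30 min with biotin-H3(1-18)K9me3 peptide (50 nM) in PBS pH 7.4, 0.01% Tween-20. Compound added for 30 min at RT, then streptavidin donor/nickel chelate acceptor beads (10 ug/mL) for 30 min.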
TrxR1 inh – blocks rat thioredoxin reductase 1 | O89049 | recombinant rTrxR1, NADPH fluorescence consumption, selenite substrate | Potency, µM (highest dose often 114 µM), for the others: at the highest dose activity change, negative = inhibition, hits mostly inhibitors | actives 1% (n = 390,000); further: potency means the concentration at half of the fitted maximal effect; on the % scale 0 is the no-effect control and ±100 the full control effect; nearly all actives have a fitted effect of over 65% in size
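Rat TrxR1 (90 nM in the dispensed reagent) was pre-reduced with 400 uM NADPH for 5 min at room temperature, then incubated with compound for 15 min. After 400 uM selenite was added, NADPH fluorescence (Ex 340/Em 450 nm) was followed for 8 min.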
PI4K2A inh – inhibitors of human PI4K2A | activity change, negative = inhibition, % at 76.9 µM | actives 0.13% (n = 420,000) | purified PI4K2A, ADP-Glo luminescence, 1 h; hits give low values | AID 1346378; in the data active means activity change below about -50%; inconclusive means mostly about -30% to -49%;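 further: -100% = wells without enzyme as full effect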
Target sequence (Q9BTU6 whole entry, looked up): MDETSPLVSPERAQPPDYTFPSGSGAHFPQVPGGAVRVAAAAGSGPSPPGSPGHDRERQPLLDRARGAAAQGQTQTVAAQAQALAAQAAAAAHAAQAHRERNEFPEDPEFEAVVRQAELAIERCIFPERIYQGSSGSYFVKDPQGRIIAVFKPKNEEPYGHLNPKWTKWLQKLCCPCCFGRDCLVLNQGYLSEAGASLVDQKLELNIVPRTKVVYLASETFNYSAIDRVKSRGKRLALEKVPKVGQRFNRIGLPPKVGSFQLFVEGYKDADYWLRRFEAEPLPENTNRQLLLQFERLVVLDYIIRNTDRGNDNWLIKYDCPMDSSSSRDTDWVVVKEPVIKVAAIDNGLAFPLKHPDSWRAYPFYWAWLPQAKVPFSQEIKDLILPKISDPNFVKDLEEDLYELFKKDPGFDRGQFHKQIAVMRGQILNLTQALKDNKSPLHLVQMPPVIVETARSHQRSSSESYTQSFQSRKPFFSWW
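PI4K2A activity was measured by ADP-Glo luminescence: enzyme (4 ug/mL stock) and phosphatidylinositol (1.2 mM stock) in Tris pH 7.5/MgCl2/EGTA/Triton X-100 buffer were reacted with ATP (300 microM stock) for one hour at ambient temperature.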
USP1 inh – inhibitors of human USP1/UAF1 deubiquitinase; recombinant USP1/UAF1, Ub-Rhodamine cleavage fluorescence; Potency, µM (top dose mostly 57.1 µM), inactives show at the top dose activity change, negative = inhibition, usual class: inhibitors; actives 0.23% (n = 390,000); further: potency means the concentration at half of the fitted maximal effect; on the % scale 0 is the no-effect control and ±100 the full control effect; nearly all actives have a fitted effect of over 60% in size; inactives centre near -12
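USP1/UAF1 complex (1 nM) preincubated 15 min at room temperature with compound, then Ub-Rho substrate (150 nM final) added. Kinetic fluorescence at 480/540 nm over 6 reads at 60 s intervals; 50 mM HEPES pH 7.8, 0.5 mM EDTA, 0.1 mg/ml BSA, 1 mM TCEP, 0.01% Tween-20.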
PGK inhibitor – blocks T. brucei phosphoglycerate kinase; P07378; PGK/GAPDH coupled, Kinase-Glo luminescence, 60 min; Potency, µM (top dose mostly 57.5 µM), for the others: at the top dose activity change, negative = inhibition, hits mostly inhibitors; actives 0.043% (n = 380,000); AID 602233; further: potency means the concentration at half of the fitted maximal effect; on the % scale 0 is the no-effect control and ±100 the full control effect; nearly all actives have a fitted effect of over 60% in size
Target sequence (P07378 whole entry, looked up): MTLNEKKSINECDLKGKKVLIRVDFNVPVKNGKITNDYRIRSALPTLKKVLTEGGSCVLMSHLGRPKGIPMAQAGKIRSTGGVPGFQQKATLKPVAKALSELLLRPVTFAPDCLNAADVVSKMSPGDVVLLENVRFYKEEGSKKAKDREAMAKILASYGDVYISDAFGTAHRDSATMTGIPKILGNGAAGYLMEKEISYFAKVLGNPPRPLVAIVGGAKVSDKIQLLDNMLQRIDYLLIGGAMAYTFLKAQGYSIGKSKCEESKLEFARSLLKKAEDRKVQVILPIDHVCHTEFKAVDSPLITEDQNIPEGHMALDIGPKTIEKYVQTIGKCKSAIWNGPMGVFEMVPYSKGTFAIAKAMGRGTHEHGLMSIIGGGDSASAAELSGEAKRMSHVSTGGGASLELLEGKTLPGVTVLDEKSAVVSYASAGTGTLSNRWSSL
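Recombinant glycosomal PGK reaction used 1,3-bisphosphoglycerate generated in-well by GAPDH (100nM final) in 100mM TEA pH 7.6, 5mM MgCl2, 0.01% Tween-20. After 60 minutes at room temperature, ATP was read by Kinase-Glo Plus luminescence end-point.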
An asterisk follows results filed as active; i = inactive; ? = inconclusive; · = not tested or not shown; & = joins results of further samples; [ ] = another dose, or the depositor's remark. Unless noted, the call rests on the fitted dose curve; in most records, active means well fitted curve in the direction sought with a large enough effect; inconclusive means small, poorly fitted or top-dose-only effect, or another doubt; inactive means no such curve, though single readings can be large; an effect the other way counts as inactive or inconclusive. Not all compounds are listed. The share of hits here may be higher or lower than overall.

Key to letters – A = IDH1 R132H inh; B = TrxR1 substrate; C = Pin1 inh; D = GLS inhibitor; E = HP1b chromo inh; F = TrxR1 inh; G = PI4K2A inh; H = USP1 inh; I = PGK inhibitor
CCOc1ccc(C(=O)CC(C(=O)O)N2CCCCC2)cc1 (centres undefined)
  A = -5%; B = -10%; C = 0%; D = -1%; E = 27%; F = 14µM*; G = -26; H = -13%; I = -6%
CC(=O)N(C1CC(C)C(C#N)(C#N)C1(C#N)C#N)N(C)C (centres undefined)
  A = 4%; B = 12%[57.1 µM]; C = -17%; D = -13%; E = 20%; F = 1.6µM*; G = -7; H = -1%; I = 1%
CN(C(=O)c1cccc(Nc2ccc(-c3ccc4c(c3)OCCO4)nn2)c1)C1CCCCC1
  A = 0%; B = -8%; C = 30%[activator]; D = 1%; E = 11%; F = 1%[0.457 µM]; G = -5; H = -22%; I = -14%
CC(C)Cn1c(N)c(C(=O)COC(=O)CCc2nc3ccccc3s2)c(=O)n(C)c1=O
  A = 3%; B = -2%; C = -1%; D = -1%; E = 29%; F = 1%; G = 2; H = -3%; I = 12%
Nc1cccc(-n2nnnc2CN2CCOCC2)c1
  A = 7%; B = 1%; C = -3%; D = 3%; E = -6%; F = 5%; G = 3; H = -15%; I = -6%
CCn1cc(CN2CCC(n3nccc3NC(=O)c3ccccc3C)CC2)c(C)n1
  A = -1%; B = -13%; C = -3%; D = 8%; E = 26%; F = -10%; G = 4; H = -1%; I = -4%
O=C(Nc1ccc(-c2nc3cc(NC(=O)c4ccccc4Cl)ccc3o2)cc1)c1ccccc1Cl
  A = 0%; B = 7%[57.1 µM]; C = 9%; D = 0%; E = 10%; F = 26%[57.1 µM]; G = -2; H = -1%; I = i
CCOC(=O)CSc1nccc(N(C)C)c1C#N
  A = -1%; B = 13%[57.1 µM]; C = -2%; D = -3%; E = 43%[activator]; F = 18%[57.1 µM]; G = 8; H = -21%; I = -2%
Cc1cc(C)nc(-n2nc(C)c(C3(O)C(=O)Nc4ccccc43)c2N)n1 (centres undefined)
  A = 3%; B = 1%; C = -1%; D = 12%; E = 26%; F = -8%; G = -2; H = -20%; I = 3%
COc1ccccc1-c1cc(C(=O)Nc2cc(Cl)ccc2O)no1
  A = -6%; B = 6%; C = 15%; D = 0%; E = 35%; F = 16%; G = 0; H = -16%; I = 10%
Cn1c(=O)n(C)c2cc(CNCc3ccc(F)cc3)ccc21
  A = -10%; B = -7%; C = 3%; D = -6%; E = 61%[activator]; F = 10%; G = 2; H = -13%; I = 2%
O=C(CSc1nnc(-c2cccnc2)n1C1CCCCC1)NC1CCCC1
  A = 11%; B = 14%; C = 0%; D = 3%; E = 21%; F = 33%; G = -10; H = 0%; I = -6%
CC1CCC(NC(=O)C(=O)Nc2ccc3c(c2)OCO3)CC1 (centres undefined)
  A = -8%; B = -1%; C = -9%; D = -4%; E = 26%; F = 25%; G = -4; H = -20%; I = i
Cc1cc(-c2ccccc2)n2nc(-c3cccc(Br)c3)cc2n1
  A = -3%; B = 49%[activator]; C = 2%; D = -3%; E = 113%[activator]; F = 43%[activator]; G = -1; H = -20%; I = -13%
Cc1ccc(CC2C(=O)N(c3ccc(F)cc3)C(=O)C2C)cc1 (centres undefined)
  A = 3%; B = 6%[57.1 µM]; C = 2%; D = 3%; E = 45%[activator]; F = 9%[57.1 µM]; G = 2; H = -24%; I = 0%

Given with the structure last: part of the list above.
IDH1 R132H inh,TrxR1 substrate,Pin1 inh,GLS inhibitor,HP1b chromo inh,TrxR1 inh,PI4K2A inh,USP1 inh,PGK inhibitor,SMILES
-5%,-10%,0%,-1%,27%,14µM*,-26,-13%,-6%,CCOc1ccc(C(=O)CC(C(=O)O)N2CCCCC2)cc1 (centres undefined)
4%,12%[57.1 µM],-17%,-13%,20%,1.6µM*,-7,-1%,1%,CC(=O)N(C1CC(C)C(C#N)(C#N)C1(C#N)C#N)N(C)C (centres undefined)
0%,-8%,30%[activator],1%,11%,1%[0.457 µM],-5,-22%,-14%,CN(C(=O)c1cccc(Nc2ccc(-c3ccc4c(c3)OCCO4)nn2)c1)C1CCCCC1
3%,-2%,-1%,-1%,29%,1%,2,-3%,12%,CC(C)Cn1c(N)c(C(=O)COC(=O)CCc2nc3ccccc3s2)c(=O)n(C)c1=O
7%,1%,-3%,3%,-6%,5%,3,-15%,-6%,Nc1cccc(-n2nnnc2CN2CCOCC2)c1
-1%,-13%,-3%,8%,26%,-10%,4,-1%,-4%,CCn1cc(CN2CCC(n3nccc3NC(=O)c3ccccc3C)CC2)c(C)n1

Next section.
Key to letters – A = IDH1 R132H inh; B = TrxR1 substrate; C = Pin1 inh; D = GLS inhibitor; E = HP1b chromo inh; F = TrxR1 inh; G = PI4K2A inh; H = USP1 inh; I = PGK inhibitor
Cc1cc(NC(=O)C(C)(C)Oc2ccc(Cl)cc2)cc(-c2nc3ncccc3o2)c1O
  A = 0%; B = -3%[11.4 µM]; C = -2%; D = 13%; E = 51%[activator]; F = 11%; G = -4; H = -20%; I = -8%
C/C(=N\Nc1ccc([N+](=O)[O-])cc1)c1ccc(O)cc1
  A = 16%; B = -6%[57.1 µM]; C = ?; D = 6%; E = -9%; F = -4%[57.1 µM]; G = 8; H = -17%; I = 0%
COc1ccccc1N1CCN(C(=O)CSc2nc3ccccc3nc2Cc2ccc(C)cc2)CC1
  A = -9%; B = -4%[57.1 µM]; C = 9%; D = -7%; E = 14%[57 µM]; F = 9%[57.1 µM]; G = -4; H = -30%; I = i
COc1ccc(-c2c(C)nn3c4c(cnc23)C(=O)CC(c2ccccc2)C4)cc1 (centres undefined)
  A = 11%; B = 3%[11.4 µM]; C = 1%; D = -2%; E = 39%; F = 35%[11.4 µM]; G = 2; H = -21%; I = i
CCOC(=O)CC(NC(=O)CCc1c(C)nc2ncnn2c1C)c1ccc(C)cc1 (centres undefined)
  A = 0%&5%; B = 6%&-3%; C = 0%&1%; D = -8%&-2%; E = 31%&34%; F = 31%&6%; G = -1&1; H = -19%&-16%; I = 6%
CCNC(=O)n1cc(-n2cncn2)c(-c2ccccc2)n1
  A = -4%; B = -1%; C = 2%; D = 2%; E = 22%; F = 17%; G = 2; H = -12%; I = 0%
NC(=O)CSc1nnc(-c2ccc(S(=O)(=O)N3CCCC3)cc2)o1
  A = 5%; B = 6%; C = -2%; D = -1%; E = 38%; F = 2%; G = -3; H = 14%; I = -8%
O=C1CCC2(C(=O)O)Sc3ccccc3N12 (centres undefined)
  A = -1%; B = -11%; C = 2%; D = 41%[activator]; E = 46%[activator]; F = -17%; G = -1; H = -9%; I = i
Nn1c(SCC(=O)NCC2CCCO2)nnc1-c1ccc(OC(F)F)cc1 (centres undefined)
  A = 5%; B = 3%[57.1 µM]; C = 3%; D = 4%; E = 10%; F = 14%[57.1 µM]; G = -4; H = -5%; I = -6%
c1cc2c(cc1-n1cnnn1)OCO2
  A = -2%; B = -1%; C = -5%; D = -5%; E = 34%; F = 13%; G = 1; H = -17%; I = i
Cc1cc(-c2nnc(SCC(=O)Nc3nccs3)o2)no1
  A = 12%; B = 0%; C = -2%; D = -6%; E = 24%; F = 20%; G = -5; H = -6%; I = -7%
COCCN(C(=O)c1ccc(-c2ccc(Cl)cc2)o1)c1c(N)n(Cc2ccccc2)c(=O)[nH]c1=O
  A = 4%; B = 8%; C = -2%; D = 3%; E = 19%; F = -22%; G = -3; H = -20%; I = -10%
CCCOc1cc(CC(=O)NCc2ccco2)ccc1OC
  A = 0%; B = -3%; C = 8%; D = -15%; E = 6%; F = -21%; G = -1; H = -7%; I = -5%
CCOC(=O)c1ccc(N=C2SC(C(=O)Nc3ccc(C(=O)O)cc3)CC(=O)N2Cc2cccs2)cc1 (centres undefined)
  A = 9%; B = 1%; C = ·; D = -3%; E = 11%; F = 11%; G = 6; H = ?; I = -13%
CC(C)c1cc(NC(=O)CSc2nnc(-c3ccccc3F)n2C)on1
  A = 0%; B = 1%; C = 0%; D = -3%; E = 42%; F = 5%; G = 3; H = -6%; I = -1%

Following part
Key to letters – A = IDH1 R132H inh; B = TrxR1 substrate; C = Pin1 inh; D = GLS inhibitor; E = HP1b chromo inh; F = TrxR1 inh; G = PI4K2A inh; H = USP1 inh; I = PGK inhibitor
CCCCCC/C(C)=C1/SC(=S)NC1=O
  A = 6%; B = -3%; C = 26%; D = 21%; E = -27%; F = -11%; G = 1; H = -14%; I = -16%
COc1cccc(CNn2cnnc2)c1OCc1ccc(F)cc1
  A = -2%; B = 5%[57.1 µM]; C = -1%; D = 14%; E = 27%; F = -7%[57.1 µM]; G = 1; H = -22%; I = 6%
O=C(NCc1ccc2c(c1)CCO2)Nc1cccc(C(F)(F)F)c1
  A = 5%; B = -3%; C = -14%; D = 8%; E = 36%; F = 13%; G = 7; H = -9%; I = -5%
CCOc1ccc(S(=O)(=O)NCCCn2ccnc2)cc1NC(C)=O
  A = 0%; B = 6%; C = 0%; D = 2%; E = 24%; F = 26%; G = 0; H = -6%; I = -4%
O=C(NC(=S)NCc1ccncc1)c1ccccc1
  A = -2%; B = -5%; C = 1%; D = 1%; E = 22%; F = 10%; G = 0; H = 3%; I = -3%
